Anesthetic bind: qHTS Assay for Identification of Novel General Anesthetics; Potency, µM (doses to about 77.5 µM), for the others: top-dose activity change, negative = displacement, most hits filed as inhibitors; Ferritin light chain (Equus caballus), P02791; apoferritin/1-aminoanthracene competitive binding, fluorescence; 350,000 tested, 0.074% active; also: potency is read from the fitted curve at half-maximal effect; % is scaled to controls: 0 for no effect and ±100 for the full control effect; nearly all actives have a fitted effect of over 20% in size
Target sequence (P02791 2-175 limits assumed): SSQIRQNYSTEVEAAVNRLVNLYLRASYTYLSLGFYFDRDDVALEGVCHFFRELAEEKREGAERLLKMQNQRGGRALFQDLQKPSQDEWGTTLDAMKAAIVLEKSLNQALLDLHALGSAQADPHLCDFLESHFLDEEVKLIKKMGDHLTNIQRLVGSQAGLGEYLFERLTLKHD
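Probe: 1-aminoanthracene (50% saturated, PBS). Protein: horse-spleen apoferritin, 10 uM. Incubation: 10 min, room temperature. Detection: 380 nm excitation, 535 nm emission. Analysis: normalized response, four-parameter Hill.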
POLH inh: qHTS for Inhibitors of Polymerase Eta | DNA polymerase eta (Homo sapiens), Q9Y253 | recombinant Pol eta, fluorescent DNA replication assay | Potency, µM (titrated, usually from 114 µM), for inactives: top-dose activity change, negative = inhibition, actives largely listed as inhibitors | 390,000 tested, 1.2% active; also: potency is read from the fitted curve at half-maximal effect; % is scaled to controls: 0 for no effect and ±100 for the full control effect
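Pol eta (10 nM) was preincubated with compounds for 15 min at room temperature, after which fluorescent replication substrate (50 nM final) was added to start the reaction. Fluorescence was read kinetically at 0 and 10 min.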
POLB inh: qHTS Assay for Inhibitors of DNA Polymerase Beta | P06746 | Pol beta primer extension/strand displacement, fluorescence kinetic | Potency, µM (highest dose often 114 µM), inactives show at the highest dose activity change, negative = inhibition, hits mostly inhibitors | 340,000 tested, 1.3% active | AID 485314, 2010; also: potency is read from the fitted curve at half-maximal effect; % is scaled to controls: 0 for no effect and ±100 for the full control effect
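Pol beta (10 nM) and compounds were preincubated 15 min at room temperature, then 50 nM substrate (final) started primer extension/strand displacement. Reads were taken at 0 and 10 min; concentration-response data were fitted to a four-parameter Hill equation.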
ERG-DNA inh: qHTS for Small Molecule Inhibitors of the ERG Ets/DNA interaction. 370,000 tested, 0.028% active. Transcriptional regulator ERG (Homo sapiens), P11308. Potency, µM (doses to about 76.9 µM), for inactives: at the highest dose FP activity, negative = inhibition, actives largely listed as inhibitors. AID 624246, 2012. fluorescence polarization, His-ERG Ets domain / labelled DNA; active = well fitted inhibition curve with a large enough effect in the polarisation, with a control signal flat; inconclusive = small, poorly fitted or top-dose-only effect, or effect the other way, or a change in a side signal; inactive = no such curve, though single readings can be large or run the other way; the % refers to the polarisation;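 also: polarization taken with two DNA probes labelled with fluorescein and Texas red; potency is read from the fitted curve at half-maximal effect; % of control where 0% means no effect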
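His-tagged ERG Ets domain (1 uM in the protein solution; 300mM KCl, 50mM Tris-HCl, 1mM EDTA, 1mM DTT, pH 7.5) received compound, then a probe mix of 5 nM fluorescein-DNA and 100nM Texas-615-DNA. Fluorescence polarization was read for both dyes.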
12-LOX inh: Primary qHTS assay for inhibitors of human arachidonate 12S-lipoxygenase (ALOX12): Round 2; AID 1671190, 2021; 580,000 tested, 1.1% active; Polyunsaturated fatty acid lipoxygenase ALOX12 (Homo sapiens), P18054; Potency, µM (highest dose often 108 µM), for inactives: at the top dose activity change, negative = inhibition, actives largely listed as inhibitors; purified 12hLO, xylenol orange hydroperoxide absorbance; also: potency is read from the fitted curve at half-maximal effect; % is scaled to controls: 0 for no effect and ±100 for the full control effect
Target sequence (P18054 whole entry, looked up): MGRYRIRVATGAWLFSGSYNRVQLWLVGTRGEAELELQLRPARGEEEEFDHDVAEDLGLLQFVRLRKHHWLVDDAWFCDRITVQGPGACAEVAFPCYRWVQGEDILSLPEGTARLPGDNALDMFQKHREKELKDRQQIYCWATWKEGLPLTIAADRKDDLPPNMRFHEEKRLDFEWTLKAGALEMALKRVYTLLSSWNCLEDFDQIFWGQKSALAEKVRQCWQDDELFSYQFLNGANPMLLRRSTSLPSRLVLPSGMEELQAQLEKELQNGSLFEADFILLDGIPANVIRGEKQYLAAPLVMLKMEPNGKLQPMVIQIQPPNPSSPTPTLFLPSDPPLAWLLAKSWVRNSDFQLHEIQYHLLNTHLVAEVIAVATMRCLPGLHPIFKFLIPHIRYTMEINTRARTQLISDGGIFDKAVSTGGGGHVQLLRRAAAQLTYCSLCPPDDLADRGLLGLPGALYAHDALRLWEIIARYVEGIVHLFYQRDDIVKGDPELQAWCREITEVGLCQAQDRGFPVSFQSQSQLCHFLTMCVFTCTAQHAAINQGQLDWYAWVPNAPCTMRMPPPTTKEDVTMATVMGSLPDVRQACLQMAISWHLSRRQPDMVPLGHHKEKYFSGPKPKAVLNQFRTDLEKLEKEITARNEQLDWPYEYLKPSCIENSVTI
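Purified human 12hLO (150 nM final) in 25 mM Hepes, 0.01% Triton X-100, pH 7.0 was preincubated 15 min at room temperature with compound. Then 40 uM arachidonic acid was added, 30 min. Hydroperoxide was read by Fe-XO absorbance ratio 573/405 nm.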
Pol kappa inh: qHTS for Inhibitors of Polymerase Kappa | DNA polymerase kappa (Homo sapiens), Q9UBT6 | purified Pol kappa, fluorescent DNA synthesis assay, 10 min | Potency, µM (top dose mostly 107 µM), without a hit: at the top dose activity, negative = inhibition, most hits filed as inhibitors | 400,000 tested, 0.53% active; also: potency is read from the fitted curve at half-maximal effect; % is scaled to controls: 0 for no effect and ±100 for the full control effect
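10 nM Pol kappa was preincubated with compounds for 15 min at room temperature. Reaction started with 50 nM (final) substrate. Fluorescence read kinetically at 0 and 10 min.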
LDHA inh: qHTS assay for inhibitors of human lactate dehydrogenase; AID 1347041, 2019; activity change, % (values are at about 110 or 230 µM); 480,000 tested, 0.15% active; purified LDHA, NADH/diaphorase-resazurin fluorescence; hits give low values; in the data active = activity change below about -30%; inconclusive = mostly about -25% to -30%;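 also: plate controls were DMSO wells for no effect and wells without enzyme for full effect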
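LDH5 2 nM; NADH 0.06 mM, pyruvate 0.2 mM; 200 mM Tris pH 7.4, EDTA, Tween-20; 5 min RT. Detection: diaphorase 0.133 mg/mL + resazurin 37 µM, fluorescence ex540/em590 at 0 and 20 min; normalized to enzyme-free and DMSO wells.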
APE1 inh: qHTS Assay for Inhibitors of the Human Apurinic/apyrimidinic Endonuclease 1 (APE1). DNA repair nuclease/redox regulator APEX1 (Homo sapiens), P27695. recombinant APE1, TAMRA/BHQ-2 abasic DNA cleavage fluorescence. Potency, µM (highest dose often 65.8 µM), without a hit: at the top dose activity change, negative = inhibition, hits mostly inhibitors. 350,000 tested, 0.35% active;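 also: potency is read from the fitted curve at half-maximal effect; plate controls were vehicle for no effect and reference inhibitor for full effect; nearly all actives have a fitted effect of over 55% in size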
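Enzyme (0.75 nM final) and test compound are incubated 15 min at room temperature before adding 50 nM quenched THF abasic-site duplex. Cleavage dequenches TAMRA, followed at 525/598 nm over three reads one minute apart.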
RGS4 inhibitor: Inhibitors of Regulator of G Protein Signaling (RGS) 4: qHTS. Regulator of G-protein signaling 4 (Homo sapiens), P49798. Transcreener GDP fluorescence polarization, RGS4-accelerated GTP hydrolysis. Potency, µM (series often up to 114 µM), inactives show at the highest dose activity change, negative = inhibition, usual class: inhibitors. 390,000 tested, 0.039% active. AID 504845, 2011; also: potency is read from the fitted curve at half-maximal effect; % is scaled to controls: 0 for no effect and ±100 for the full control effect; nearly all actives have a fitted effect of over 75% in size; some results filed as inactive show a strong effect at the top dose
Target sequence (P49798 whole entry, looked up): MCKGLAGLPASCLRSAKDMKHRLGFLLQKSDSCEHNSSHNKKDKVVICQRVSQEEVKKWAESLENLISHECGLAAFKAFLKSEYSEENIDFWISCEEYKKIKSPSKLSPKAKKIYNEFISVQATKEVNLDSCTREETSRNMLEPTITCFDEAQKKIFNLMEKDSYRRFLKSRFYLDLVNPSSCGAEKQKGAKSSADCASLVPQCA
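MLSMR compounds (23 nl, pin-transferred) preincubated 10 min at room temperature with a 500nM (2x) first reagent, then RGS4 at 900nM (2x) plus Transcreener GDP mix added; fluorescence polarization (620/688 nm) read before and after 90 min at 30 °C.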
* = called active by the depositor; ? = inconclusive; / = not tested or not shown; [ ] = dose if it differs, or a comment. Unless noted, calls follow the shape of the dose curve; as a rule, active = well fitted curve in the direction sought with a large enough effect; inconclusive = small, poorly fitted or top-dose-only effect, or another doubt; inactive = no such curve, though single readings can be large; an effect the other way counts as inactive or inconclusive.

SMILES | Anesthetic bind | POLH inh | POLB inh | ERG-DNA inh | 12-LOX inh | Pol kappa inh | LDHA inh | APE1 inh | RGS4 inhibitor
Cc1cccc(CCN(Cc2cc3cccc(C)c3[nH]c2=O)C(=O)N2CCOCC2)c1 | 6% | -11% | 17% | -8% | 0% | 3% | -3 | 14% | 14%
c1ccc(CNc2cnccn2)cc1 | 5% | -15% | -7% | -9% | 28% | 1% | -6 | 5% | -16%
CC1CCC(NC(=O)c2cc(S(=O)(=O)N(C)C)ccc2N2CCCC2)CC1 (centres undefined) | / | 15% | / | -9% | -3% | -8% | -12 | 9% | 35%
Cc1cccc(N2C(=O)CC(Sc3nc(-c4ccccc4)c4cc(Cl)ccc4n3)C2=O)c1 (centres undefined) | -20% | -16% | 37% | -3% | 5% | -12% | -11 | -7% | -47%
COc1ccc(N(C(=O)c2cnsn2)C(C(=O)NC2CCCCC2)c2ccncc2)cc1 (centres undefined) | -11% | -9% | 17% | -6% | -4% | 10% | 9 | -1% | -19%
COc1ccc(/C=N/NC(=O)CCn2cnc3ccccc32)cc1 | -12% | -14% | -1% | -2% | 445%[activator] | 0% | -9 | ? | -22%
Cc1ccc(Cn2nnc3c(=O)[nH]c(C4CCN(S(=O)(=O)Cc5ccccc5)CC4)nc32)cc1 | 0% | -16% | -20% | -1% | ? | 0% | 2 | -17% | -34%
Cc1ccc(CNC(=O)C2CCC(=O)N2Cc2ccc(C)cc2)cc1 (centres undefined) | -5% | 1% | 21% | -2% | 23% | -12%[60.1 µM] | 2 | 8% | 19%
COc1ccc(NC2=Nc3cccc4cccc2c34)cc1OC | -10% | -18% | 42% | 6% | ? | -14% | -3 | 11% | -3%
CC(C)Oc1ccc(CNC(=O)C2CCN(C(=O)N3CCOc4ccccc43)CC2)cc1 | -19% | -16% | -1% | 5% | 15% | -10% | -4 | -3% | 8%
CCN(CC)C(=O)Cn1cc(SCC(=O)NC2CCCC2)c2ccccc21 | -6% | -18% | 7% | 14% | -12% | 4% | -3 | 4% | -20%
COc1cc(C(=O)NNC(=O)c2cccc(Cl)c2)ccc1OCC(=O)N1CCOCC1 | / | -20% | / | / | 367%[activator] | -18% | -1 | -10% | -30%
CC(C)n1c(N2CCN(C(=O)Nc3ccc(Cl)cc3)CC2)nc2ccccc21 | -1% | 8% | 8% | -18% | 5% | 8% | -2 | 8% | -1%
CC1(C)Cc2c(sc3nn[nH]c(=O)c23)CO1 | ? | 10% | 4% | 8% | ? | -8% | -11 | -2% | -5%
CCS(=O)(=O)n1nc(-c2ccccc2)nc1SCc1ccccc1 | 9% | -14% | -25% | -5% | 28µM* | -13% | 0 | -1% | -20%
CCOc1cc2[nH]c(=S)n(Cc3ccc(C(=O)NCCCN4CCOCC4)cc3)c(=O)c2cc1OCC | 5% | -7% | 3% | 7% | 16% | 4% | 0 | 2% | -35%[56.9 µM]
COc1ccc(C(CNC(=O)Cn2[nH]c(=O)c3ccccc3c2=O)N2CCCC2)cc1 (centres undefined) | -13% | -1% | ? | -10% | ? | -11% | -3 | 22% | -25%[56.9 µM]
O=C(c1ccco1)N1CCN(c2ncnc3c2[nH]c2ccc(Br)cc23)CC1 | -2% | ? | -9% | 3% | 0% | -19% | -7 | -3% | -18%
Cc1cc(C(=O)OCC(=O)NCc2ccc3c(c2)OCO3)c2ccccc2n1 | -17% | -17% | 0% | 9% | 6% | 9% | 1 | -1% | -11%
Cc1ccc(C(C)C)c(OCc2ccc(C(=O)N/N=C/c3ccc(O)c(O)c3)cc2)c1 | ? | -20% | ? | 3% | ? | -7% | 3 | -1% | -1%
CC[C@]12c3[nH]c4ccccc4c3CCN1C(=O)C(CC(=O)NC(C)(C)C)C[C@@H]2C(=O)N1CCN(C(=O)C2CC2)CC1 (some centres undefined) | / | -13% | / | 2% | -1% | -4% | -2 | 2% | 21%
C/C(=N\NC(=O)c1cc(-c2ccc(Br)s2)[nH]n1)c1ccncc1 | -12% | 4% | -18% | -5% | 0% | -8% | -8 | 10% | 26%
Cc1cc2cc(NC(=O)c3ccco3)ccc2[nH]1 | -21% | 2% | 4% | -1% | -7% | -4% | -2 | 0% | 12%
CC(c1ccco1)N(C(=O)c1ccc(C#N)cc1)c1ccccn1 (centres undefined) | -7% | -15% | 0% | -12% | -8% | -12% | -2 | 3% | 3%
Cn1nnc(NC(=O)c2ccccc2F)n1 | -12% | 5% | 2% | -4% | ? | -7% | -6 | -1% | 24%
COC(=O)C1CCN(C(=O)Cc2ccc(C)cc2)CC1 | -12% | 2% | 14% | -5% | -13% | -4% | -1 | 16% | 8%
CC(C)N1CCc2c(sc(NC(=O)c3ccc(S(=O)(=O)N4CCc5ccccc54)cc3)c2C(N)=O)C1 | -22% | -13% | -1% | 20% | / | -4% | -1 | -7% | -53%
COc1ccc(C2=Nc3ccc(C)cc3NC(c3ccc(Cl)cc3)=N2)cc1 | -4% | / | 55% | -5% | -25% | 1% | -18 | / | 17%
CCOC(=O)CSc1nnc(-c2ccccc2NC(=O)c2ccccc2)o1 | -14% | -5% | 46% | / | 2% | -1% | 0 | 7% | -10%
O=C(NCC12CC3CC(CC(C3)C1)C2)c1cc2nc(-c3ccc(Cl)cc3)cc(C(F)(F)F)n2n1 | -6% | -2% | 18% | -2% | -16% | -13% | -1 | / | -9%
O=C(CSc1ccc(-c2cccs2)nn1)c1cccs1 | ? | -1% | 10% | 9% | 8% | 1% | -2 | 1% | -16%
COc1cccc(NC(=O)CN2C(=O)NC3(CCCCCC3)C2=O)c1 | / | -4% | / | 11% | -26% | -20% | -6 | -6% | 10%
CC(NC(=O)CSC(=S)N1CCCC1)c1ccc(S(N)(=O)=O)cc1 (centres undefined) | / | -5% | / | -1% | -27% | -1% | -3 | 27% | 12%
Nc1nc2ccccc2n1/N=C/c1ccc([N+](=O)[O-])s1 | -3% | -16% | -16% | 1% | ? | -5% | -6 | 1% | 2%
O=C(O)c1ccc(N2N=C(c3ccccc3)CC2c2ccccc2)cc1 (centres undefined) | / | 6% | 16% | 8% | ? | -10% | -10 | -6% | 13%
O=C(NCc1ccccc1)C(=O)NCC(c1cccnc1)N1CCN(c2ccccc2)CC1 (centres undefined) | 5% | -9% | 4% | 5% | 2% | -19% | -1 | / | -2%
CC(C)(C)n1nc(-c2ccc(F)cc2)c2c(N)ncnc21 | 5% | -14% | 0% | 0% | 142%[activator] | -5% | -5 | -6% | -2%
CC(=O)c1ccc(NC(=O)CSc2nnc(C3CC3)n2C)cc1 | 5% | -8% | -6% | -13% | 3% | 11% | -3 | 49%[activator] | -3%
CC(=O)C1CCC2C3CC(O)C4=CC(=O)CCC4(C)C3C(=O)CC12C (centres undefined) | / | -13% | / | 1% | -1% | 3% | -12 | / | 15%
Cc1cccc(NC(=O)CSCC(=O)N(C)CCOc2ccc(Cl)cc2)c1 | / | -22% | / | -4% | -20% | -2% | -1 | -17% | 20%
N#CCCN(C(=S)NC(=O)c1cccs1)c1ccccc1F | / | -12% | / | 11% | ? | 0% | 2 | 34% | ?
CC(C)c1ccccc1OCCCCN1CCCCC1 | / | -18% | / | 15% | 0% | 5% | 0 | / | 18%
O=C(Nc1cccc(NC(=O)c2cccs2)c1)c1ccc(Br)cc1 | -24% | -3% | 0% | 1% | 0% | 3% | -13 | 14% | 26%
COc1ccccc1NC(=O)CSc1n[nH]c(-c2ccccn2)n1 | -9% | 0% | 26% | 2% | -16% | -2% | 5 | 25% | 7%
COc1ccc(OC)c(NC(=O)CCC(=O)Oc2ccc(C)cc2)c1 | ? | -11% | -11% | 11% | ? | -12% | -3 | -4% | 28%
O=C(NCC(c1ccco1)N1CCOCC1)C1CCCCC1 (centres undefined) | / | -8% | / | -4% | -15% | -1% | -6 | 21% | 8%
O=C(Nc1ccc(Br)c2cccnc12)c1ccc(Cn2cc(Cl)cn2)o1 | -12% | -5% | 1% | -3% | -20% | 0% | 3 | 4% | 10%
O=C(CSc1nnc(C2CC2)n1Cc1ccccc1)c1cc2ccccc2o1 | ? | -9% | -1% | 10% | 0% | -5% | 4 | -3% | ?
O=C(COc1c(F)c(F)c(C(F)(F)F)c(F)c1F)Nc1ccc(N2CCOCC2)c(Cl)c1 | -10% | -26% | -14% | 7% | 0% | -11% | 7 | -7% | -23%

Screening results: PubChem, National Center for Advancing Translational Sciences (NCATS)

A portion of the library, so the mix of outcomes need not match the whole.
